phage Ecoli inh: E. coli growth loss with phage present; growth absorbance; inhibition, % at 11.9 µM; hit rate 0.26% among 360,000; in the data active = inhibition above about 11%
Active calls of the source: *. Some of the compounds tested, so the mix of outcomes need not match the whole.

Preview, five compounds:
entry | compound | phage Ecoli inh
1 | Cc1ccc(S(=O)(=O)NC(=O)C2(C)CCN2C(=O)C2(c3ccc(Cl)cc3)CC2)cc1 (stereo not drawn) | -0.5
2 | O=S1(=O)CC(O)C(O)CS1 (stereo not drawn) | 2.5
3 | OC(c1cccc(Cl)c1)c1ncc(-c2cccc3ccccc23)[nH]1 (stereo not drawn) | 6.9
4 | O=C(/C=C(\Nc1cccc(OC(F)F)c1)c1ccccc1)c1ccccc1 | 1.2
5 | Cc1ccccc1S(=O)(=O)NC(=O)C1(C)CCN1C(=O)Cc1ccc(C(C)(C)C)cc1 (stereo not drawn) | 0.9

All compounds of this part, repeating the preview:
entry | compound | phage Ecoli inh
1 | Cc1ccc(S(=O)(=O)NC(=O)C2(C)CCN2C(=O)C2(c3ccc(Cl)cc3)CC2)cc1 (stereo not drawn) | -0.5
2 | O=S1(=O)CC(O)C(O)CS1 (stereo not drawn) | 2.5
3 | OC(c1cccc(Cl)c1)c1ncc(-c2cccc3ccccc23)[nH]1 (stereo not drawn) | 6.9
4 | O=C(/C=C(\Nc1cccc(OC(F)F)c1)c1ccccc1)c1ccccc1 | 1.2
5 | Cc1ccccc1S(=O)(=O)NC(=O)C1(C)CCN1C(=O)Cc1ccc(C(C)(C)C)cc1 (stereo not drawn) | 0.9
6 | O=C(NCc1cc(Cl)cc(Cl)c1)c1ccc2nc([C@@H]3O[C@H](CO)[C@H](O)[C@H](O)[C@H]3O)[nH]c2c1 | 2.4
7 | CCCCNC(=O)C(NC(=O)c1cccs1)C(=O)c1ccccc1 (stereo not drawn) | -2.4
8 | COc1ccc(NC(=O)N2C[C@H]3CON(C)[C@H]3C[C@H]2c2ccc(N3CCCCC3)cc2)cc1 | 1.5
9 | COc1ccc(F)cc1-c1cc(C(=O)Nc2ccc(NC(C)=O)cc2)[nH]n1 | 4.9
10 | CC1(C(=O)NS(=O)(=O)c2cccc(F)c2)CCN1C(=O)CCc1ccc(Cl)cc1Cl (stereo not drawn) | 1.1
11 | CC1(C(=O)NS(=O)(=O)c2ccccc2Cl)CCN1C(=O)CCc1ccccc1 (stereo not drawn) | 1.6
12 | O=C(NCc1ccccc1)[C@@H]1CCCN1C(=O)[C@H]1CCCN1C(=O)c1ccc(Cl)cc1 | -1.0
13 | COC(=O)C1=C(C)N(Cc2ccc(F)cc2)C(=S)NC1c1cccc(Br)c1 (stereo not drawn) | 1.7
14 | CCCNC(=O)C1(C)CCN(Cc2csc3ccccc23)C1 (stereo not drawn) | 0.6
15 | CCOC(=O)C1(C)CCCN(C(=O)c2cccs2)C1 (stereo not drawn) | -0.8
16 | Fc1ccc(-c2nc3c(Cl)cc(C(F)(F)F)cn3c2Cc2ccsc2)cc1 | 3.0
17 | Clc1ccc(-c2cccc3nccn23)cc1 | 1.4
18 | O=C1NC[C@@H](CCCCN2C[C@H](Cc3ccc(O)cc3)N(CCc3ccc(O)cc3)C(=O)C2=O)N(Cc2ccccc2)C1=O | 2.0
19 | COC(=O)[C@]12CCCCC=C1N(Cc1ccc(Cl)cc1Cl)C(=O)[C@H](CC(=O)NCc1ccccc1)C2 | 1.4
20 | CC(O)(c1cccc(F)c1)c1nc(/C=C/c2ccccc2)cs1 (stereo not drawn) | 2.0
21 | CC1(Oc2ccc(Cl)cc2)CCN(Cc2csc3ccccc23)C1 (stereo not drawn) | -0.1
22 | COc1cccc(-c2cnc3c(NC=O)cc(-c4ccoc4)cn23)c1 | 0.8
23 | Cn1c(=O)c2cc(NC(=O)NCc3ccc(F)cc3)ccc2n1Cc1cccc(C(F)(F)F)c1 | 3.0
24 | COCCNC(=O)C1CCCN(Cc2cccc(C#N)c2)CC1 (stereo not drawn) | 6.3
25 | CCOc1ccc(CCN2C(=S)N([C@@H](CC(C)C)CN3CCCC3CN3C(=S)NC[C@@H]3Cc3ccccc3)C[C@@H]2CC(C)C)cc1 (stereo partly drawn) | 5.2
26 | CC(=O)O[C@@H]1C[C@H](c2ccccc2)OC(=O)CCCCC1=O | 2.0
27 | COc1cc(CN2C(=O)C(C)ON=C2c2cccs2)cc(OC)c1 (stereo not drawn) | 3.0
28 | CCCCN(C=O)c1c(CC)nc2ccc(C(=O)N3CCN(C)CC3)cn12 | 6.0
29 | CC(C)[C@@H]1CC2=C(C(=O)OC(C)(C)O2)[C@H](CCc2ccccc2)O1 | 1.4
30 | O=C1CCC(OCc2ccccc2)CCN1CC[C@@H](Sc1ccccc1)c1ccccc1 (stereo partly drawn) | 1.2
31 | CCCS(=O)(=O)NC(=O)C1(C)CCCN(C(=O)c2cc(F)ccc2C)C1 (stereo not drawn) | -0.2
32 | CCC(=O)Nc1cccc(NC(C)=O)c1 | 1.7
33 | O=C(Nc1c(-c2ccccc2)[nH][nH]c1=O)c1cccc(C(F)(F)F)c1 | 2.1
34 | COCCN1C(=O)[C@H]2C[C@@]13O[C@H](c1ccccn1)N=C3CC1c3ccccc3C[C@@]12C (stereo partly drawn) | 2.2
35 | CCC(c1nnnn1-c1ccc2c(c1)OCCO2)N1CCN(C)CC1 (stereo not drawn) | 2.3
36 | Cc1cccc(C)c1NC(=O)C1(C)CN(S(C)(=O)=O)CC(=O)N1Cc1cccs1 (stereo not drawn) | 2.9
37 | Cc1ccc(CN2C(=O)CCC2(C)c2nnnn2-c2c(C)cccc2C)cc1 (stereo not drawn) | 0.2
38 | CCCS(=O)(=O)NC(=O)C1(C)CCCN(C(=O)c2c(F)cccc2F)C1 (stereo not drawn) | 1.9
39 | CCc1nc2c(OCc3ccc(C(=O)OC)cc3)cccn2c1N(C)C(=O)CC(C)C | 1.2
40 | CCCC(=O)N1CCC1(C)C(=O)Nc1ccc2c(c1)CCN2C(C)=O (stereo not drawn) | 2.3
41 | CC1=C(C(=O)N2CCOCC2)CC(CC(=O)NCCc2ccccn2)C(=O)N1CCC1=CCCCC1 (stereo not drawn) | 3.9
42 | O=C(NCc1cccnc1)c1cc(C2CCCN(C(=O)c3ccccn3)C2)on1 (stereo not drawn) | 2.5
43 | Cc1ccccc1S(=O)(=O)NC(=O)C1(C)CCN1C(=O)Cc1cccs1 (stereo not drawn) | 0.8
44 | COc1cccc(-c2cnc(C(O)c3ccc(F)c(F)c3)[nH]2)c1 (stereo not drawn) | 4.7
45 | CC(C)C[C@H]1CN(CCCC[C@@H]2CNC(=O)C(=O)N2CCc2ccccc2)C(=O)C(=O)N1CCc1ccc(O)cc1 | 0.8
46 | C[C@H](NC(=O)[C@@H]1CCCN1C(=O)OC(C)(C)C)c1ccccc1 | 2.1
47 | CCCCNc1c(-c2ccc(F)cc2)nc2nc(C)cc(C)n12 | -1.5
48 | CC(C)(C)n1nnnc1C(c1ccccc1)N1CCN(C/C=C/c2ccccc2)CC1 (stereo not drawn) | 0.9
49 | Cn1c(NCCc2ccncc2)nc2cc(-c3ccccc3)sc2c1=O | 0.0
50 | C=CCNC(=O)c1cc2cc(Cl)ccc2nc1N | 2.4

Other structures
entry | compound | phage Ecoli inh
51 | COc1ccc(CC(N)c2csc(NC(=O)c3cc(C(C)(C)C)nn3Cc3ccccc3)n2)cc1 (stereo not drawn) | -0.6
52 | CCNC(=O)C1(C)CCN(C(=O)c2cc(C)oc2C)C1 (stereo not drawn) | 4.6
53 | CN(Cc1ccccc1)C(=O)c1csc([C@@H]2O[C@H](CO)[C@@H](O)[C@H]2O)n1 | -2.3
54 | CCc1nc2c(OCc3ccc(C#N)cc3)cccn2c1N(C)C(=O)C(C)C | 1.4
55 | CC1(Cc2ccc(Cl)c(Cl)c2)C(=O)Nc2c(Cl)ccc(Cl)c21 (stereo not drawn) | 0.3
56 | Cc1ccc(S(=O)(=O)N2C3CCCCC3O[C@H]2CC(=O)c2ccc(F)cc2)cc1 (stereo partly drawn) | 0.2
57 | CCN(CC)CCN(C)C(c1ccnc2ccccc12)c1nnnn1-c1ccc2c(c1)OCCO2 (stereo not drawn) | 3.9
58 | CNc1nc(NCc2ccccc2)c2sccc2n1 | 1.1
59 | Cc1ccc(S(=O)(=O)NC(=O)C2(C)CCN2C(=O)C2CC2)cc1 (stereo not drawn) | 1.1
60 | Cc1cc(F)ccc1-c1cc(C(=O)Nc2ccc(F)cc2)[nH]n1 | 3.3
61 | C[C@H]1CN(c2ccc(N3CCNC[C@@H]3C)cc2C#N)CCN1Cc1ccccc1 | 3.6
62 | COc1ccc(-c2ccc(N3C(c4cc(OC)cc(OC)c4)=Cc4ccc(OC)cc4C3CC(C)=O)cc2)cc1 (stereo not drawn) | 3.0
63 | C[C@]1(CC/C(=C/CO)CO)[C@H](C=O)CC[C@@]23COC(=O)C2=CCC[C@@H]31 | 2.8
64 | Cc1ccc(Cc2c(-c3cccc(Cl)c3)nc3ccc(Cl)cn23)cc1 | 0.1
65 | COc1cc2c(cc1OC)/C(=C/C(=O)OCc1ccccc1)OC2 | -0.4
66 | COc1ccc(CCNC(=O)Nc2ccc3c(c2)c(=O)n(C)n3C)cc1OC | 2.6
67 | C/C=C/c1cccc(-c2nc(C(=O)N3CCCCC3)cc3c2[C@H](CCO)N(C(=O)NC(C)C)C3)c1 | 2.5
68 | OCCCNc1ncnc2c1ncn2[C@H]1CN(Cc2ccc3c(c2)OCO3)C[C@@H](CO)O1 | -2.6
69 | CC(C)(C)CNC(=O)C1(C)CCN1C(=O)c1ccccc1CCc1ccccc1 (stereo not drawn) | 1.1
70 | COc1ccc(C(=O)N2CCOCC2c2cc(C(=O)NCc3ccccc3)no2)cc1 (stereo not drawn) | 1.7
71 | Cc1cc(C(=O)N2CCCC2(C)C(=O)O)c(C)o1 (stereo not drawn) | 0.8
72 | O=C(CC[C@H]1O[C@@H](n2ccc(=O)[nH]c2=O)[C@H](O)[C@@H]1O)N[C@H](Cc1ccccc1)C(=O)NCCCN1CCCC1=O | 3.1
73 | CCC(CC)C(=O)N(C)c1c(C)nc2c(OCc3ccccc3C(=O)OC)cccn12 | 1.7
74 | N#Cc1cccc(C(=O)NCC2CCN(C(=O)C(=O)c3cc4ccccc4o3)CC2)c1 | 1.8
75 | COc1ccccc1-n1c(Cc2cccc3ccccc23)nnc1SCC(=O)O | 0.8
76 | COCCNC(=O)C1(C)Cc2c(-c3cccc(C(F)(F)F)c3)ccnc2O1 (stereo not drawn) | 3.8
77 | O=C(NN=Cc1ccc2c(c1)OCO2)c1ccc([N+](=O)[O-])cc1 | 3.6
78 | COc1ccc(S(=O)(=O)NC(=O)C2(C)CCN2C(=O)Cc2cc(C)cc(C)c2)cc1 (stereo not drawn) | 1.2
79 | Cc1cc(C)c2nc3sc(=Cc4ccc(-c5ccccc5C(=O)O)o4)c(=O)n3c2c1 | -2.5
80 | CC(C)(C)c1ccc(CC(=O)N2CCC2(C)C(=O)NCc2cccc3ccccc23)cc1 (stereo not drawn) | 2.7
81 | COc1cc(C#N)c(NC(=S)N2CCN(C(=O)c3ccco3)CC2)cc1OC | 2.5
82 | OC(c1ccc(F)c(F)c1)c1nc(-c2cncnc2)cs1 (stereo not drawn) | 1.8
83 | O=S1(=O)CC(N2CCN(CC3CC3)CC2)CN1CCc1ccccc1 (stereo not drawn) | 2.3
84 | CN(C)c1cccc(CNC(=O)c2csc([C@@H]3C[C@H](O)[C@@H](CO)O3)n2)c1 | 0.4
85 | O=C(Nc1nccs1)c1csc([C@H]2C[C@H](O)[C@@H](CO)O2)n1 | 3.0
86 | CCN(CC)C(=O)c1ccc2sc([C@H]3C[C@H](O)[C@@H](CO)O3)nc2c1 | 1.1
87 | CCNC(=O)C1(C)CCN(C(=O)c2ccc(N(C)C)cc2)C1 (stereo not drawn) | 4.1
88 | COCCNC(=O)C1(C)CCCN(Cc2cc(-c3ccccc3)nn2C)C1 (stereo not drawn) | 1.7
89 | COc1ccc(-c2ccc3c(n2)CCCN3S(=O)(=O)c2c(C)noc2C)cc1 | 1.3
90 | Cc1cccc(S(=O)(=O)NC(=O)C2(C)CCN2C(=O)c2ccccc2CCc2ccccc2)c1 (stereo not drawn) | 3.2
91 | CCc1nc2c(OCC(=O)c3ccc(Cl)cc3Cl)cccn2c1N(C)C(=O)c1ccncc1 | 0.6
92 | COC(=O)[C@]12CCCCC=C1N(Cc1ccco1)C(=O)[C@H](CC(=O)N1CCC(c3ccccc3)CC1)C2 | -0.2
93 | COC(=O)c1ccc(N2C(c3cc(OC)cc(OC)c3)=Cc3ccc(-c4cccnc4)cc3C2CC(=O)C2CC2)cc1 (stereo not drawn) | 1.5
94 | COCCCNC(=O)C[C@@H]1C[C@@]2(C(=O)OC)CC(C)(C)CC=C2N(CCc2ccc(OC)c(OC)c2)C1=O | -0.8
95 | Brc1ccc([C@H]2C=C[C@H]3CCCN4CC[C@H]2[C@@H]3[C@]42CO2)cc1 | 4.7
96 | CCOP(=O)(OCC)C(Nc1cccc(C(F)(F)F)c1)c1ccc(Br)cc1 (stereo not drawn) | 1.4
97 | CCc1nc2ccc(C(=O)Nc3cc(-c4ccccc4)ccc3OC)cn2c1N(C)Cc1nccs1 | 2.9
98 | CCC(CC)C(=O)N(C)c1c(C)nc2c(OCc3ccccc3C)cccn12 | 1.9
99 | O=C(NCc1ccc(F)cc1)c1cc(C2CCCCN2C(=O)OCCF)on1 (stereo not drawn) | 2.7
100 | CSc1nc(=O)n(CCC#N)nc1SC | 0.6

Carrying on:
entry | compound | phage Ecoli inh
101 | CCOC(=O)N[C@@H](CC(C)C)C(=O)N1CCC[C@H]1C(=O)NCc1ccccc1 | 0.3
102 | COc1ccc(CCCNC(=O)C2Cc3c(-c4ccc(NC(C)=O)cc4)ccnc3O2)cc1 (stereo not drawn) | 3.0
103 | CC(C)C(N)c1csc(Nc2ccccn2)n1 (stereo not drawn) | -0.2
104 | NC(=O)c1cnc(Cc2c[nH]c3ccccc23)c(I)c1 | 2.9
105 | COc1ccc(-c2cc(=O)oc3cc(OCC(=O)c4cccc([N+](=O)[O-])c4)ccc23)cc1 | 0.8
106 | O=C(N[C@H](C(=O)N1CCC[C@H]1C(=O)NCCc1ccccc1Cl)c1ccccc1)C1CC1 | 4.4
107 | CCCCNC(=O)c1nc(C2CCN(S(=O)(=O)c3cccc(C(F)(F)F)c3)CC2)oc1-c1ccccc1 | 3.2
108 | C[C@@H](NS(=O)(=O)c1c(F)cccc1F)c1ccccc1 | 2.1

Some of the entries so far, with values ahead of the structure.
cpd	phage Ecoli inh	Compound
105	0.8	COc1ccc(-c2cc(=O)oc3cc(OCC(=O)c4cccc([N+](=O)[O-])c4)ccc23)cc1
106	4.4	O=C(N[C@H](C(=O)N1CCC[C@H]1C(=O)NCCc1ccccc1Cl)c1ccccc1)C1CC1
107	3.2	CCCCNC(=O)c1nc(C2CCN(S(=O)(=O)c3cccc(C(F)(F)F)c3)CC2)oc1-c1ccccc1
108	2.1	C[C@@H](NS(=O)(=O)c1c(F)cccc1F)c1ccccc1

High-throughput results (PubChem)
